# MC4R antag cAMP: blocks human MC4R cAMP signaling. P32245. MC4R-expressing cells, MTII-stimulated cAMP, LANCE TR-FRET. inhibition, % at 6.5 µM. hit rate 0.48% among 360,000;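 active means inhibition above its plate's cutoff, the mean of tested wells on that plate plus 3 SD, cut at about 29% in these data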;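 further: 0% = Melanotan II alone and 100% = Melanotan II plus saturating MCL0020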
#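 Material: human MC4R-expressing U2OS cells. Probe or stimulus: Melanotan II challenge. Dosing: 6.5 µM single dose. Times: 30-min compound, 1-h challenge, 1-h detection, room temperature. Technique: TR-FRET with Eu-cAMP and labeled anti-cAMP, 671 nm. Replication: singlicate.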
# TLR9-MyD88 inh: inhibitors of human TLR9-MyD88 binding; CHO BLA complementation TLR9-MyD88, CCF4 FRET ratio; inhibition, % at 4.98 µM; hit rate 0.21% among 340,000; Q9NR96+Q99836; AID 504734;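 active means inhibition above the mean over all tested compounds plus 3 SD, cut at about 21% in these data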;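 further: 0% = DMSO only wells and 100% = clavulanate BLA inhibitor control wells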
# ABCB6 inh MLPCN: inhibitors of human ABC transporter ABCB6; K562-ABCB6 porphyrin accumulation, flow cytometry, 1 h; active compounds read low; fluorescence ratio to DMSO, % at 10 µM; hit rate 0.19% among 360,000; AID 602162; Q9NP58;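 active means fluorescence ratio to DMSO below 75%, the collection mean minus 3 SD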;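 further: signal is porphyrin accumulated inside mitochondria; 100% equals median channel fluorescence of DMSO control wells; lower ratio means ABCB6 inhibition with less porphyrin fluorescence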
# ABHD5 PLIN5 PPI: inhibitors of human ABHD5-perilipin-5 interaction; Q00G26+Q8WTS1; Split G. princeps luciferase complementation, luminescence, 4 h; inhibition, % at 4 µM; hit rate 0.78% among 360,000;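 active means inhibition above the mean inhibition across every tested compound plus 3 SD, cut at about 22% in these data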;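 further: 0% = DMSO only wells and the 100% control is not disclosed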
# Target sequence (Q00G26 whole entry, looked up): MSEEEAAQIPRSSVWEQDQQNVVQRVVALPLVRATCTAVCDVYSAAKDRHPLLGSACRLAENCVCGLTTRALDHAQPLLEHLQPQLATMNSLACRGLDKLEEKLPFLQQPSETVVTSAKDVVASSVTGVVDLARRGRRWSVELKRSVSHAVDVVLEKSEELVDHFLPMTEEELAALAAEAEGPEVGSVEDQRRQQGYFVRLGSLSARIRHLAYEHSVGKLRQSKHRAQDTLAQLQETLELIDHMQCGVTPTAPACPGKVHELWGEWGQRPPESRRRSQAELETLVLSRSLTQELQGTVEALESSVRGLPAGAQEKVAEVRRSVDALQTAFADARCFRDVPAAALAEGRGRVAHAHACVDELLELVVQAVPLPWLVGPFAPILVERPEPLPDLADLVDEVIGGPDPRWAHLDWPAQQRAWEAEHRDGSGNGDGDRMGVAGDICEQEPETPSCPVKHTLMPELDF
# Target sequence (Q8WTS1 whole entry, looked up): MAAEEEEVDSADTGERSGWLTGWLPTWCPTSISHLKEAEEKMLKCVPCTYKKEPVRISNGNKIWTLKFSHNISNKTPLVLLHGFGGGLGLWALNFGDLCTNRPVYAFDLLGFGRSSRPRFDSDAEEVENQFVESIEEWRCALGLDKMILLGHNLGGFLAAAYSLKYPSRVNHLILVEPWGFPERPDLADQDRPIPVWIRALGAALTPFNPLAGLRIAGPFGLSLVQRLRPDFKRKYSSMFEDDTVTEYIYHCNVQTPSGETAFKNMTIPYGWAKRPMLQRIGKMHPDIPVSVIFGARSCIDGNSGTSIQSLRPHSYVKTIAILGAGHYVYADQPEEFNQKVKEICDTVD
# Cardio protect: myocardial damage modulation in H9c2 cells. hit rate 0.63% among 360,000. AID 588492. H9c2 cardiomyocytes, H2O2 injury protection, ATPLite, 2 h. protection from H2O2 cell death, % at 20 µM;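 active means compounds giving at least 50% protection of heart cells from peroxide-induced death in the single-dose screen, raw or plate-pattern-corrected value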;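 further: 0% = DMSO wells with peroxide and 100% = DMSO wells without peroxide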
# Glyco luc inh: N-linked glycosylation inhibition | hit rate 0.23% among 360,000 | D54 ERlucT glycosylation luciferase reporter, 24 h; percent of 100 nM tunicamycin response | AID 588692 | reporter increase, % at 12.5 µM;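 active means mean luciferase reporter signal, scaled so untreated is 0 and the glycosylation-blocking control 100, at or above a set limit in every replicate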;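 further: luciferase carries N-glycosylation sites so blocking glycosylation raises the light; 0% = median of neutral control wells and 100% = median of 100 nM tunicamycin wells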
# HTR2A ag: agonists of mouse serotonin 5-HT2A receptor (HTR2A) | P35363 | CHO-K1 mHTR2A beta-arrestin complementation, luminescence; percent of 30 µM serotonin response | activation, % at 7.6 µM | AID 624169 | hit rate 0.66% among 360,000;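 active means activation above a run cutoff, the mean activation of all tested compounds plus 3 SD, cut at about 14% in these data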;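 further: 0% = plate median of compound wells and 100% = 30 µM serotonin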
# NCOA2 inhibitor: inhibits human steroid receptor coactivator 2 | hit rate 0.17% among 370,000 | HEK293 GAL4-SRC2 luciferase reporter, luminescence | inhibition, % at 9 µM | AID 651957;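 active means inhibition above the mean inhibition of all tested compounds plus 3 SD, set per campaign, cut at about 52% in these data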;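 further: 0% = DMSO treated cells and 100% = cells given Gossypol at 36 µM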
# MC4R barr agon: activates human MC4R beta-arrestin recruitment; activation, % at 8.9 µM; U2OS MC4R beta-arrestin complementation, luminescence; percent of melanotan II response, DMSO zero; P32245; hit rate 0.98% among 360,000; AID 540308;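 active means activation above a per-plate cutoff, the mean activation of sample wells on that plate plus 3 SD, cut at about 8% in these data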
# NOD2-RIPK2 inh: blocks binding of human NOD2 to RIPK2; CHO BLA complementation NOD2-RIPK2, CCF4 ratio; O43353; AID 624267; hit rate 0.38% among 360,000; inhibition, % at 4.98 µM; in the data active means inhibition above about 21%;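 further: 0% = vehicle only and 100% = reference blocker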
# Starred values were filed as active, the others as inactive; nt = no result given. Only part of the results is shown (hit frequency here may not be typical).
# Below each compound: MC4R antag cAMP	TLR9-MyD88 inh	ABCB6 inh MLPCN	ABHD5 PLIN5 PPI	Cardio protect	Glyco luc inh	HTR2A ag	NCOA2 inhibitor	MC4R barr agon	NOD2-RIPK2 inh
CC(C)(C)n1nnnc1C(c1cc2ccccc2o1)N1CCC2(CC1)C(=O)NCN2c1ccccc1 (stereo unspecified)
 : nt	nt	95.0	1.8	21.3	-1.2	2.4	14.6	nt	-2.3
COc1ccc(N2C(=O)/C(=C/c3ccc(C)o3)C(=O)NC2=S)c(OC)c1
 : -5.7	0.1	98.0	4.9	7.3	-0.5	22.9*	26.5	-2.3	-2.3
C/C(=N\N1CCCCCC1)c1c(O)n(-c2ccccc2)c(=O)[nH]c1=O
 : 3.8	2.4	93.0	-5.0	5.4	0.0	-1.9	-4.1	-1.6	7.1
Nc1ccc(Sc2ccc(N)cc2)cc1
 : 4.8	-21.8	95.0	-5.3	-7.4	-0.8	-6.3	-29.7	-2.0	-0.2
CCC(=NCCN1CCCCC1)c1c(O)n(C)c(=O)n(C)c1=O
 : -1.6	3.3	104.0	-1.8	8.9	2.4	-0.1	-1.8	-1.7	-5.5
O=C(c1c[nH]c2ccc(S(=O)(=O)N3CCC4(CC3)OCCO4)cc2c1=O)N1CCC2(CC1)OCCO2
 : 3.8	-9.8	102.0	-5.2	5.4	-0.1	-4.9	-36.2	-0.9	6.3
CC(C)S(=O)(=O)N1Cc2ccccc2-n2nncc2C1
 : -0.8	-0.5	85.0	-2.0	5.8	3.7	1.0	-20.4	-1.5	-7.7
CCOc1ccccc1N1C(=O)CC(=O)NC1=O
 : -3.4	-4.6	98.0	20.9	7.5	-1.5	0.0	-2.7	-2.7	-1.2
Fc1cccc(F)c1-c1nc(-c2ccc(Cl)cc2)no1
 : 5.0	4.0	99.0	-1.7	-7.8	-0.9	3.2	-35.6	-1.4	9.6
Cc1ccc2cccc(OC(=O)N(C)c3ccccc3)c2n1
 : 0.5	0.1	101.0	0.7	11.4	-1.7	5.7	3.2	-1.4	-3.4
CC(C)(C)n1nnnc1C(c1cccs1)N1CCC2(CC1)C(=O)NCN2c1ccccc1 (stereo unspecified)
 : nt	nt	94.0	5.5	9.2	0.2	1.1	-5.6	nt	-4.1
CC(Cc1ccccc1)[n+]1cc(/N=C(\[O-])N(C)C)on1 (stereo unspecified)
 : 3.4	3.3	91.0	-3.4	18.9	-0.1	-4.8	-25.6	-0.6	-6.1
CC(C)(O)C(=O)Nc1ccc([N+](=O)[O-])c(C(F)(F)F)c1
 : 4.1	-4.9	99.0	6.3	-3.3	1.5	3.9	13.6	0.7	-8.3
O=C(CCc1nnc2ccc(NCc3ccccc3)nn12)N1CCC2(CC1)OCCO2
 : 10.7	-0.8	105.0	-5.1	0.8	1.1	3.2	-18.3	-1.8	8.9
COc1ccccc1C1CC2CCC(C1OC(C)=O)N2Cc1ccccc1 (stereo unspecified)
 : -0.4	4.5	99.0	1.7	-1.4	0.5	-5.8	9.7	0.6	9.0
Cc1ccc(C)c(Cn2c(C(=O)O)c(C=O)c3ccccc32)c1
 : 4.3	5.1	105.0	-2.0	4.0	1.8	-2.6	13.8	1.1	0.5
COc1ccc(OCCSc2nnnn2C2CCCCC2)cc1
 : 0.3	-15.4	95.0	-3.5	-12.2	0.7	-0.5	-35.0	0.3	-8.1
CN(C)C(Cc1ccccc1)C(=O)c1ccc(-c2ccccc2)cc1 (stereo unspecified)
 : 1.6	6.1	98.0	-6.0	-20.7	-2.7	-5.4	5.7	0.2	-9.0
CCN1CCN(C(=O)Cc2ccccc2OC)CC1
 : 4.3	3.9	101.0	-1.1	0.7	-0.7	8.7	11.3	0.5	-2.0
O=c1[nH]c(O)c(/C=C2\C=Nc3ccc(OCc4ccccc4)cc32)c(=O)[nH]1
 : 10.3	1.8	98.0	14.1	7.6	-2.5	-8.9	-19.0	-0.4	-5.0
Cc1ccc2[nH]c(C)c(CCNCc3ccco3)c2c1
 : 6.6	5.1	105.0	7.2	14.2	1.2	10.0	-9.0	-3.4	-3.0
CN1C2CCC1CC(OC(=O)c1ccc(Cl)cc1)C2 (stereo unspecified)
 : -5.8	6.1	97.0	-0.3	29.5	-1.1	-4.3	-27.2	-1.5	-1.3
CC(C(=O)c1c[nH]c2ccccc12)N1CCN(C(=O)c2ccco2)CC1 (stereo unspecified)
 : 12.2	-0.6	106.0	0.2	-2.6	-1.0	-5.3	-15.9	0.6	5.7
C[C@H](CO)N1C[C@H](C)[C@H](CN(C)C(=O)Oc2cccc3ccccc23)OCc2cnnn2CCCC1=O
 : -0.4	-9.8	101.0	-4.1	4.1	2.8	-3.0	-16.3	-0.2	4.9
COCCCN1CCN(c2nnc3n2-c2sc(Br)cc2C(c2ccccc2Cl)=NC3)CC1
 : -0.2	3.7	96.0	2.5	3.0	-2.6	2.9	-37.0	-1.2	-3.7
C=CCn1c(O)c(C(C)=NCc2ccco2)c(=O)[nH]c1=O
 : 9.3	-10.0	96.0	-5.4	12.9	nt	6.9	-19.1	1.4	-8.5
Cc1ccccc1CN1CCCN(Cc2ccc(Cl)cc2)S1(=O)=O
 : 1.1	0.1	102.0	-0.6	-6.2	-0.8	-7.4	-17.1	1.4	-8.0
N=C1c2ccccc2CN1NC(=O)c1ccc(F)cc1
 : 13.8	8.0	105.0	-1.5	-0.3	0.4	-2.2	9.8	-1.2	1.5
COc1ccc(-c2nn(CCC#N)cc2C(=O)Nc2ccccc2Br)cc1[N+](=O)[O-]
 : 1.9	5.8	99.0	0.3	7.3	1.5	3.7	-2.8	-1.3	5.1
COc1ccc(CCC(=O)NCCc2cnc[nH]2)cc1
 : 6.7	-0.2	99.0	-0.7	1.3	5.9	10.1	-4.9	-0.6	-18.5
Cc1ccc(C2(O)CCN3CCCCC32)cc1 (stereo unspecified)
 : 1.6	5.7	89.0	2.6	-2.2	1.5	4.2	0.8	3.0	5.2
CC(=O)NN1C(=O)c2ccccc2NC1c1cccnc1 (stereo unspecified)
 : 1.7	4.8	98.0	-1.5	1.2	0.6	-0.4	6.3	1.2	2.8
COc1ccccc1CN1CCCC(C(=O)c2ccccc2SC)C1 (stereo unspecified)
 : 13.2	-5.2	97.0	1.1	-10.9	-0.4	-6.9	-4.0	-1.6	-4.3
CC1(C)Cc2c(C#N)c(N3CCNCC3)nc(-c3ccco3)c2CS1
 : 10.7	5.9	100.0	3.7	-19.8	-3.9	-2.5	4.4	-0.3	4.9
Cc1cc(O)c(CN2CC=C(c3ccccc3)CC2)cc1C(C)C
 : 14.4	-5.4	99.0	1.1	-14.9	-3.5	-13.3	18.5	0.6	1.9
COc1ccc(-n2nc(C(=O)NCC(=O)N3CCC4(CC3)OCCO4)c3ccccc3c2=O)cc1Cl
 : 6.8	-0.2	93.0	3.7	-5.0	-5.8	2.5	-43.5	-0.1	-0.1
COc1cccc2c1cc([N+](=O)[O-])c1c(C(=O)O)cc3c(c12)OCO3
 : -1.0	-4.9	103.0	-1.1	-3.6	9.8	-0.3	22.7	-2.2	4.0
O=C(c1ccccc1F)c1cn(Cc2ccc(F)cc2)c2ccccc12
 : -3.8	1.1	95.0	-2.8	-11.6	0.0	-6.5	2.0	1.1	-3.6
CCCCCCC(=O)N/N=C/c1c(O)n(C2CC2)c(=S)[nH]c1=O
 : -4.3	3.6	103.0	7.5	5.9	1.7	-2.0	1.7	-0.1	0.7
CC(C)[C@]12CC(=O)[C@H](C)[C@H]1C2
 : 4.7	-8.7	96.0	8.4	5.5	-0.3	-0.8	13.3	-1.0	-1.2
Cc1nn(Cc2ccccc2Cl)c(Cl)c1C(=O)OCC(=O)NCc1ccco1
 : 4.1	-0.1	95.0	-2.5	-5.1	-1.3	1.4	-10.5	-2.9	-2.6
COc1ccc(C(=O)Oc2cccc3cccnc23)cc1S(=O)(=O)N1CCOCC1
 : 5.8	-0.3	95.0	-3.3	-1.5	0.7	1.2	-8.1	-3.0	5.2
CCC(Oc1cc(Cl)ccc1Cl)C(=O)N1CCC2(CC1)OCCO2 (stereo unspecified)
 : 4.2	-4.7	95.0	1.5	1.0	0.0	4.3	-4.9	1.7	-7.4
Cc1ccc(-n2c(O)c(C=Nc3ccc(S(N)(=O)=O)cc3)c(=O)[nH]c2=O)cc1
 : 13.2	3.3	99.0	7.2	-2.0	1.8	-2.5	-23.1	-2.8	6.1
O=C(O)c1cccc2nc3ccccc3nc12
 : -2.6	0.3	111.0	-3.0	-14.2	-3.2	1.0	-12.8	-0.2	-0.7
COc1cccc(N2C(=O)NC(=O)/C(=C\c3cn(C)c4ccccc34)C2=O)c1
 : 26.3	-5.6	104.0	19.4	19.1	3.6	-10.1	-11.8	0.6	-17.3
CC1[C@H]2Cc3ccc(O)cc3[C@]1(C)CCN2C (stereo partly specified)
 : 17.5	7.5	101.0	15.1	8.3	0.6	-1.0	0.6	0.6	-0.5
O=C(Nc1ccccc1)c1cccn(Cc2ccccc2)c1=O
 : 13.3	-3.9	97.0	-2.1	-9.6	-3.0	-4.2	1.1	-2.5	-3.6
CCn1c(NN=O)nc2ccccc21
 : 6.8	-8.3	98.0	5.7	21.6	-10.7	-2.2	-8.6	-0.4	-1.5
CCCCn1c(=O)c(C(=O)Nc2cnccn2)c(O)c2ccccc21
 : -1.1	4.0	95.0	-12.0	-24.8	3.2	-1.4	-8.3	-0.8	-5.9
COc1ccccc1N1CCN(CCc2ccccc2)CC1
 : 0.5	1.9	93.0	-6.1	-1.1	-1.7	-5.3	-13.9	-0.5	3.3
c1ccc(CN2COC3CCCCCC32)cc1 (stereo unspecified)
 : nt	nt	95.0	-1.5	1.7	0.4	1.9	nt	nt	-6.6
OC(CNC1CCCCC1)C(F)(F)F (stereo unspecified)
 : -2.2	-1.0	97.0	-1.0	7.3	1.1	4.6	11.9	-3.3	-5.6
CC(C)(C)NC(=O)Cn1cc(C(=O)c2ccccc2F)c2ccccc21
 : -0.2	-13.5	95.0	-3.4	4.8	1.7	0.4	13.8	-0.9	-2.3
Cc1cc(OCC(=O)O)c2c3c(c(=O)oc2c1)CCCC3
 : -0.2	2.0	91.0	6.6	7.8	-1.3	5.2	-3.7	1.4	4.6
CCOC(=O)[C@@H]1[C@H]2COc3ccc(Br)cc3[C@H]2N2C(=O)N(c3cccc(C)c3)C(=O)[C@]12C
 : 10.5	8.9	105.0	3.0	-2.6	0.4	2.3	3.0	-2.0	-9.0
